H9c2 protect = cardioprotection against H2O2-induced cell death, primary screen, uHTS, H9c2 cells, ATPLite luminescence | 0.63% of 360,000 active | AID 588492, 2011 | protection from H2O2 cell death, % at 20 µM | H9c2 cardiomyocytes, H2O2 injury protection, 2 h;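 active means compounds giving at least 50% protection of heart cells from peroxide-induced death in the single-dose screen, raw or plate-pattern-corrected value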;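 further: 0% = DMSO wells with peroxide and 100% = DMSO wells without peroxide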
iPSC survival up = enhancers of single-cell hiPSC survival, primary screen, ATPlite luminescence. AID 602274, 2012. 0.044% of 360,000 active. 100% = ROCK inhibitor wells, 0% = DMSO. survival enhancement, % at 20 µM; in the data active means survival enhancement above about 18%;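 further: cells exposed to compounds for 16 hours before the ATP read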
Exocytosis inh = LAMP-1 surface exposure blockers, TALL-104 cells – cell-based, flow cytometry, MLPCN library, primary screen; TALL-104 LAMP-1 surface exposure; cells stimulated with thapsigargin and PMA; inhibition, % at 10 µM; 0.66% of 360,000 active; AID 651702, 2012;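 active means inhibition above about 55%, limit read from the data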
HTR2A ag = mouse Htr2a agonists via beta-arrestin recruitment, primary screen, cell-based, luminescence. CHO-K1 mHTR2A beta-arrestin complementation; percent of 30 µM serotonin response. AID 624169, 2012. 0.66% of 360,000 active. activation, % at 7.6 µM. 5-hydroxytryptamine receptor 2A (Mus musculus), P35363;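 active means activation above a run cutoff, the mean activation of all tested compounds plus 3 SD, cut at about 14% in these data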;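 further: 0% = plate median of compound wells and 100% = 30 µM serotonin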
Target sequence (P35363 whole entry, looked up): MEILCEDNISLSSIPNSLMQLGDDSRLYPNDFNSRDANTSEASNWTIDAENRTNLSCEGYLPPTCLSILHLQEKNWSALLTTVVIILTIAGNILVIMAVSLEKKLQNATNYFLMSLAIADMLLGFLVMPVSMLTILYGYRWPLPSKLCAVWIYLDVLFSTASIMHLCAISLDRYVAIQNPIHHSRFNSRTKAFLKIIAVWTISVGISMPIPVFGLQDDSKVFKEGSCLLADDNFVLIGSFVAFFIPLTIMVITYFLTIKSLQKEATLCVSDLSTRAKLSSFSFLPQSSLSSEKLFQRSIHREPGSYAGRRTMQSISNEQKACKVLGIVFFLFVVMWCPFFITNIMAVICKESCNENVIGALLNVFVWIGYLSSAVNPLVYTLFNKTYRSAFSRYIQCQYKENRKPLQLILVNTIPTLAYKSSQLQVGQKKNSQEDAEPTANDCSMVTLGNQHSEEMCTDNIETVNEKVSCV
Glyco luc inh = increase of ERlucT glycosylation luciferase signal, primary screen, N-linked glycosylation inhibitor project, D54 ERlucT cells, luminescence, set 2; reporter increase, % at 12.5 µM; AID 588692, 2011; 0.23% of 360,000 active; D54 ERlucT glycosylation luciferase reporter, 24 h; percent of 100 nM tunicamycin response;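 active means mean luciferase reporter signal, scaled so untreated is 0 and the glycosylation-blocking control 100, at or above a set limit in every replicate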;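 further: luciferase carries N-glycosylation sites so blocking glycosylation raises the light; 0% = median of neutral control wells and 100% = median of 100 nM tunicamycin wells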
CaV13 FRET inh = Primary screen for inhibitors of IQ motif and Ca2+-dependent inactivation inhibitor domain binding in CACNA1D, Förster resonance energy transfer in living cells, … | HEK cells, CFP/YFP FRET ICDI-IQ, plate reader, 10 min; percent FRET-ratio fall versus neutral wells | inhibition, % at 12.3 µM | 0.098% of 340,000 active | AID 743397;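 active means mean replicate inhibition of at least 30% and at least 1% of replicates passing that level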;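 further: 0% = median of the neutral control wells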
ABCB6 inh 2 = ABCB6 transporter inhibitors, primary screen, K562-ABCB6 cells, flow cytometry, MLPCN library. 0.19% of 360,000 active. K562-ABCB6 porphyrin accumulation, 1 h; stronger effect = lower value. fluorescence ratio to DMSO, % at 10 µM. ATP-binding cassette sub-family B member 6 (Homo sapiens), Q9NP58. AID 602162, 2011;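 active means fluorescence ratio to DMSO below 75%, the collection mean minus 3 SD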;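 further: signal is porphyrin accumulated inside mitochondria; 100% equals median channel fluorescence of DMSO control wells; lower ratio means ABCB6 inhibition with less porphyrin fluorescence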
PDI inh = inhibitors of human PDI, primary screen, biochemical, turbidity, single point, plate reader. Protein disulfide-isomerase (Homo sapiens), P07237. 0.052% of 350,000 active. AID 588391, 2011. PDI insulin aggregation turbidity, A650, 90 min. inhibition, % at 10 µM;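 active means mean inhibition across replicates of 30% or more, whatever share of single replicates reach that level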;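 further: absorbance from insulin aggregation driven by PDI reduction with DTT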
Target sequence (P07237 whole entry, looked up): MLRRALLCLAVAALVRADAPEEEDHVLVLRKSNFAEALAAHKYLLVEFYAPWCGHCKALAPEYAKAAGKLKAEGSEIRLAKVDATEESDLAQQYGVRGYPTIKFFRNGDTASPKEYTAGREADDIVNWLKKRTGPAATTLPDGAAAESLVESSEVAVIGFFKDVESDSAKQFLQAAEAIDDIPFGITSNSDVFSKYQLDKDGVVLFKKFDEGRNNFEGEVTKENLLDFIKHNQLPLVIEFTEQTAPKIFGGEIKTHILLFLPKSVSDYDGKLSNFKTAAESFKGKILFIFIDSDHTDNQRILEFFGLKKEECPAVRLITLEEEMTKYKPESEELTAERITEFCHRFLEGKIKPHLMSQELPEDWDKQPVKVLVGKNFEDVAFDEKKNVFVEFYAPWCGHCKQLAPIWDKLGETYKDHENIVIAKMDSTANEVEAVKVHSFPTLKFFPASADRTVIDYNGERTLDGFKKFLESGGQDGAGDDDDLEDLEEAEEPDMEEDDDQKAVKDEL
aDG glyco act = activators of alpha-DG glycosylation, primary screen, uHTS, Pro5-aDG cells, AlphaScreen | alpha-DG glycosylation AlphaScreen (IIH6); 0% Pro5, 100% B10-LARGE cell signal | activation, % at 10 µM | 0.22% of 360,000 active;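 active means activation of at least 8% versus controls, or a plate z-score of at least 8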;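 further: Pro5 are CHO cells carrying HIG-tagged alpha-DG that lacks glycosylation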
Vif inh = HIV Vif self-association inhibitors, primary screen, imaging, HEK293T, single point | inhibition, % at 7.49 µM | HEK293T cells, Vif self-association by quenched fluorescence, 24 h | 0.35% of 340,000 active | AID 602346, 2012; in the data active means inhibition above about 50%, passing the limit was not always enough; further: some results filed as inactive read as strong as hits
* marks the source's active call; other numbers are inactive results; x = no result given.

SMILES	H9c2 protect	iPSC survival up	Exocytosis inh	HTR2A ag	Glyco luc inh	CaV13 FRET inh	ABCB6 inh 2	PDI inh	aDG glyco act	Vif inh
C[C@@H]1CN([C@H](C)CO)S(=O)(=O)c2ccc(Br)cc2O[C@@H]1CN(C)Cc1ccc(C(=O)O)cc1	-1	-1.6	-4	-1	1	-5	105	-4	0.5	0
O=[N+]([O-])c1cccc(/C([O-])=C(/C(=S)Nc2cccc3ccccc23)[n+]2ccccc2)c1	-8	-1.4	5	-3	2	-16	104	6	-0.5	-4
COc1ccc(-c2cc(=O)oc3cc(OCC(=O)N(C)C4CCS(=O)(=O)C4)ccc23)cc1 (stereo not given)	0	0.0	-1	4	1	-3	102	18	-0.1	-3
CCOC(=O)c1sc(NC(=O)Nc2ccccc2Cl)cc1C	-16	-3.3	11	-6	-14	-4	97	2	0.3	-2
c1cnc2c(OCc3cn4cccnc4n3)cccc2c1	10	6.0	-1	-5	-2	-5	99	17	-0.1	4
CN(C)c1ccc(/C=N/NC(=O)CCc2nc3ccccc3[nH]2)cc1	-3	0.1	-3	-8	3	-5	100	-1	0.0	11
O=C(O)c1cccc(NC(=O)c2cn(-c3ccccc3)nc2-c2cccc(Br)c2)c1	6	0.7	4	0	0	69*	103	7	0.0	-1
CSc1sc(C(=O)O)c2c1C(=O)CC(C)(C)C2	-2	1.0	0	4	2	-6	94	-12	0.2	1
O=C(NC(Cc1ccccc1)C(=O)O)/C(=C\c1ccco1)NC(=O)c1ccccc1 (stereo not given)	2	0.8	0	4	1	-5	104	-4	0.0	-1
C=C(C)Cn1c2ccc(NC(=O)CCc3cccnc3)cc2c(=O)n1C	2	2.2	17	3	-2	-7	107	7	-0.2	3
Cc1ccc(C)c(N(CC(=O)NC2CCCC2)C(=O)CNC(=O)c2cccs2)c1	1	0.1	-6	11	-1	-3	97	0	0.2	6
N=c1oc2ccccc2cc1C(=O)Nc1ccc(F)cc1	-6	-0.8	4	-6	-13	-4	96	-6	0.1	8
CN(C)CCNc1nc(S(=O)(=O)c2ccccc2)c(Cl)s1	-2	-0.2	0	4	0	-6	96	2	-0.1	-5
CCOC(=O)Cc1c(C)nc2c(-c3ccccc3OC)c(C)nn2c1C	1	4.9	4	2	5	-3	111	-2	0.8	9
Cc1onc(C(=O)NCc2ccc(F)cc2)c1[N+](=O)[O-]	3	1.7	-1	4	2	-6	104	15	-0.1	5
CCOC(=O)c1sc(NC(=O)CSC(=S)N2CCN(C)CC2)nc1C	-8	-0.5	-6	-3	-2	-3	97	0	0.1	-1
c1ccc(-c2nnc3sc(Cc4cccs4)nn23)cc1	9	1.8	-2	-6	-4	-4	92	7	0.1	-3
N#C/C(=C\Nc1ccccn1)S(=O)(=O)c1ccc(Cl)cc1	-5	-0.7	-2	5	2	0	97	9	-0.1	-2
COc1ccc(CN2C(=O)CS/C2=N/N=C/c2ccccc2)cc1	-14	0.1	-8	-1	-1	-20	97	8	0.4	0
CS(=O)(=O)N1CCCCC1c1cc(C(=O)Nc2ccccc2)no1 (stereo not given)	4	0.8	-7	6	-1	-5	142	-2	-0.1	11

The closing three compounds of the section above open the next one.
SMILES	H9c2 protect	iPSC survival up	Exocytosis inh	HTR2A ag	Glyco luc inh	CaV13 FRET inh	ABCB6 inh 2	PDI inh	aDG glyco act	Vif inh
N#C/C(=C\Nc1ccccn1)S(=O)(=O)c1ccc(Cl)cc1	-5	-0.7	-2	5	2	0	97	9	-0.1	-2
COc1ccc(CN2C(=O)CS/C2=N/N=C/c2ccccc2)cc1	-14	0.1	-8	-1	-1	-20	97	8	0.4	0
CS(=O)(=O)N1CCCCC1c1cc(C(=O)Nc2ccccc2)no1 (stereo not given)	4	0.8	-7	6	-1	-5	142	-2	-0.1	11
CCC(C(=O)Nc1cc(C(=O)Nc2cc(C)ccn2)ccc1Cl)c1ccccc1 (stereo not given)	-1	-0.4	-2	-1	-1	-5	96	19	3.4	-2
CC(=O)c1ccc2c(c1)Nc1ccccc1S2	-19	5.4	1	2	1	-4	111	-4	-0.1	2
CCCC(=O)Nc1ccccc1NC(C)=O	-7	1.9	-1	2	1	-4	89	7	-0.2	2
O=C(c1cccs1)n1nc(NCc2ccccc2)nc1NCc1ccccc1	-3	0.4	4	-2	-2	-5	98	3	-0.1	26
COC(=O)c1cc(OC)c(OC)cc1NC(=O)c1ccccc1	7	7.1	-2	1	0	-5	98	17	0.2	-6
Cc1cc(C)c(S(=O)(=O)N2CCN(C(=O)CN3C(=O)NC4(CCCC4)C3=O)CC2)c(C)c1	0	-0.4	29	6	-1	-3	98	-6	-0.1	2
COc1ccc(NC(=O)c2cc(=O)c3ccccc3o2)cn1	30	-0.2	-1	1	-1	-1	98	-5	0.1	8
Cc1cc2n(n1)C(c1ccccc1)Nc1ccccc1-2 (stereo not given)	1	3.2	2	1	3	-6	99	-6	0.2	-5
COc1ccc(C2CC(c3cccs3)=NN2C(=O)CSc2nc3ccccc3o2)cc1 (stereo not given)	-5	-1.5	-4	2	0	-7	102	-4	-0.1	-2
CCn1c(CSc2nc3ccccc3s2)nnc1SCC(=O)c1ccc(O)c(O)c1	62*	-0.8	5	-3	-8	-9	93	19	0.2	x
O=c1c2ccccc2nc2n1CCCCN2	-1	1.9	8	0	1	x	120	-3	0.0	x
CCC(=O)NC(=S)Nc1ccc(NC(=O)COc2ccccc2)cc1	0	-2.2	-3	2	0	-5	98	5	-0.2	-2
C=CCC(CC=C)(NC(=O)c1cccc(C)c1)c1ccccc1	9	1.3	2	2	-2	-3	98	5	-0.2	3
CC(C)C(=O)Nc1cccc(NC(=S)NC(=O)c2cccs2)c1	-6	0.3	-5	2	1	-3	97	-4	0.5	-1
CC1=NN(Cc2ccccc2)C(=O)/C1=C/c1ccc(N(C)C)cc1	11	1.8	-2	-2	5	-8	98	3	0.0	-5
CCOc1cc(NC(=S)NCC2CCCO2)c(OCC)cc1NC(=O)CC(C)C (stereo not given)	1	-0.6	0	0	1	-2	107	-6	-0.2	3
CCn1c(SCC(=O)OC2CCCCC2)nnc1-c1ccncc1	-5	0.1	-4	3	5	x	100	-4	0.5	17
Cc1ccc(CN(C)C(=O)c2ccccc2Oc2ccccc2)o1	20	-0.5	4	-3	2	-5	67*	-1	0.4	-9
CC(C)N1C(=O)CCN(C=O)c2ccccc21	-12	-1.0	3	-2	2	-1	95	-1	-0.1	12
OCC[C@@H]1C[C@H](O)[C@@H](O)[C@@]2(CCc3ccccc3O2)O1	8	-2.7	-5	3	0	-3	99	2	0.2	-3
CC(C(=O)Nc1cccc([N+](=O)[O-])c1)N1CCN(C/C=C/c2ccccc2)CC1 (stereo not given)	0	0.7	-2	4	-4	-7	93	-11	0.6	-10
CCOC(=O)CSC1=C(C#N)C(c2ccc(OC)cc2)C2=C(CC(C)(C)CC2=O)N1 (stereo not given)	9	1.5	-3	-5	0	-6	98	2	-0.1	2
Cc1ccccc1Nc1nc(N)c2ccccc2n1	-14	-0.6	0	-6	-15	1	105	-4	0.0	8
O=C(O)CCCCCN1C(=O)C(O)=C(C(=O)/C=C/c2ccccc2)C1c1ccccc1[N+](=O)[O-] (stereo not given)	0	-1.1	-2	-4	2	-7	101	0	-0.1	2
COc1cc(NC(=O)CSc2nnnn2C2CCCC2)cc(OC)c1	0	-0.4	13	0	-2	-3	101	-6	-0.1	-6
C[C@@H]1CN([C@@H](C)CO)C(=O)CCCn2nncc2CO[C@@H]1CN(C)C(=O)NC1CCCCC1	-4	0.5	-3	1	1	-7	104	-3	0.5	4
COc1ccc(NC(=O)N(C)C[C@H]2Oc3ccc(NC(=O)Nc4ccc5c(c4)OCO5)cc3C(=O)N([C@H](C)CO)C[C@@H]2C)cc1	-3	-0.9	1	1	2	-9	101	2	0.1	-1
Cc1ccccc1N1CCN(C(=O)CN2C(=O)c3ccccc3C2=O)CC1	-4	0.5	4	5	1	x	97	-4	-0.1	-23
O=C(COC(=O)C1CC1)Nc1ccc(OC(F)F)cc1	-7	4.6	0	1	2	-5	96	-3	-0.1	0
COc1cc(C(=O)NC(=S)Nc2ccc3c(c2)OCO3)cc(OC)c1OC	3	-0.1	-3	-2	0	-20	97	4	-0.2	-4
Cc1ccnc(NC(=O)CCC(=O)N(CC(=O)NC(C)(C)C)c2ccc3c(c2)OCCO3)c1	6	0.3	0	-1	1	1	105	-3	0.0	-5
CC(C)(C)c1ccc(C(=O)OCC(=O)NC2CC2)cc1	-4	-0.3	1	-1	6	-5	103	14	-0.2	0
CCOc1ccc(NCC(=O)c2ccc(C)cc2)cc1	-22	0.2	0	6	2	-5	97	3	0.0	x
CC(Sc1nnc(N)s1)C(=O)NC1CCCCC1C (stereo not given)	-1	-0.2	0	11	3	-1	97	3	0.1	x
O=C1C2C3CCCC3=C3CCCC3C2C(=O)N1c1cccc(Cl)c1 (stereo not given)	7	0.0	4	-4	-1	-3	102	2	-0.3	-15
COc1ccc(N(Cc2cc3cc(OC)ccc3[nH]c2=O)S(=O)(=O)c2ccc(NC(C)=O)cc2)cc1	46	-0.1	3	8	-8	-4	101	0	-0.8	-14
COc1ccc(N(CC(=O)NC2CCCCC2)S(=O)(=O)c2cccnc2)cc1	23	-1.2	-2	-2	-1	-4	101	x	0.0	-5
O=C1COc2ccc(S(=O)(=O)NCCc3ccccc3)cc2N1	-8	-0.3	-7	0	0	-2	91	1	0.5	-12
O=C(NCCCNC(=O)c1ccco1)c1ccco1	0	5.2	4	1	0	-6	87	-5	-0.4	39
CN1OC[C@@H]2CN(Cc3ccccc3)[C@H](c3cccc(-c4ccc(C#N)cc4)c3)C[C@@H]21	-15	0.8	5	-1	-5	-8	98	11	0.3	x
O=C(NCc1ccc(F)cc1)C1(S(=O)(=O)c2ccc(Cl)cc2)CC1	-3	0.3	2	0	-2	-4	98	-10	0.0	4
COc1ccc(CN2CCCCC2C)cc1OC (stereo not given)	5	1.3	-1	-2	3	x	98	13	0.0	1
CC1CCCCN1C(=O)Cn1c(=O)oc2cc(S(=O)(=O)N3CCCC3)ccc21 (stereo not given)	2	0.2	-5	4	-1	-6	100	2	-0.1	7
COc1ccc(CNC(=O)c2cc3c(=O)n4cccc(C)c4nc3n(CC3CCCO3)c2=N)cc1 (stereo not given)	2	-0.1	13	-3	1	-2	98	7	1.3	4
COc1ccc(N2CCN(C(=O)CCN3C(=O)C4C5C=CC(C5)C4C3=O)CC2)cc1 (stereo not given)	16	0.4	-3	-2	-1	0	99	5	0.1	-6
Cc1ccc(C2=NN(CC(=O)NCCN(C)C)C(=O)CC2)cc1	-1	0.5	-2	6	0	-19	94	-3	-0.1	1
CCOC(=O)NC(Nc1sc2c(c1C(N)=O)CCCC2)(C(=O)OCC)C(F)(F)F (stereo not given)	11	-2.1	-2	2	2	-8	104	-6	-0.2	5
